# RTF Ca sens inh – cardiac RTF calcium sensitivity inhibitors, primary screen, biochemical, IANBD-TnC fluorescence, EC70 calcium; inhibition, % at 7.15 µM; IANBD-labeled cardiac RTF, Ca2+ fluorescence; Troponin I, cardiac muscle (Homo sapiens) + Troponin T, cardiac muscle (Homo sapiens) + …; 0.12% of 340,000 active;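 active = inhibition above the mean inhibition of all tested compounds plus 3 SD, cut at about 17% in these data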;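 also: assay run at fixed EC70 calcium of 1.6 mM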
# LANA DNA inh – inhibitors of KSHV C-LANA binding to DNA, primary screen, biochemical, fluorescence polarization, FAM-LBS DNA, MBP-C-LANA, single point | Kaposi's sarcoma herpesvirus LANA C-terminal domain (residues 932-1162) DNA binding | inhibition, % at 9 µM | 0.078% of 340,000 active | AID 504423, 2011;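 active = highest replicate inhibition at or above 60% at 9 µM, even if other replicates fall short; inactive = all replicates below 60% inhibition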;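 also: 0% = neutral control wells and 100% = 4 µM acridine orange control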
# SUMO Mot1 rescue – yeast Mot1-301 growth rescue at high temperature, primary screen, SUMOylation pathway inhibitor project, S. cerevisiae, ATP luminescence, 38.5C | growth rescue, % at 18.8 µM | 1% of 320,000 active | S. cerevisiae Mot1-301 growth rescue; percent above DMSO median, 100 means doubled;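 active = every valid replicate shows activation above 250% relative to neutral control wells; inactive = the rest, any valid replicate at or below 250%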;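 also: OY570 slx delta 5 strain wells were the positive control but not used for scaling; some compounds called inactive have numbers as strong as hits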
# dFosB activator – activators of delta FosB homodimer, primary screen, biochemical, fluorescence polarization, TAMRA-CDK5 oligo, single point; Protein FosB (Mus musculus), P13346; purified delta FosB; percent of positive-control signal above neutral wells; activation, % at 25 µM; 0.99% of 340,000 active; AID 493131, 2011;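 active = mean activation above about 17%, with every replicate also reaching it, limit read from the data, passing the limit was not always enough; inconclusive = only one of the two conditions met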;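 also: fluorescence polarization rise as delta FosB binds a TAMRA Cdk5 AP-1 oligo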
# RTF Ca sens act – cardiac RTF calcium sensitivity activators, primary screen, biochemical, IANBD-TnC fluorescence, EC20 calcium; activation, % at 7.2 µM; 0.24% of 340,000 active; IANBD-labeled TnC RTF fluorescence at EC20 calcium; 0% EC20 calcium, 100% full calcium; Troponin I, cardiac muscle (Homo sapiens) + Troponin T, cardiac muscle (Homo sapiens) + …;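 active = activation above the mean over all tested compounds plus 3 SD, cut at about 30% in these data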;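 also: rise in fluorescence read as greater calcium sensitivity of cardiac thin filaments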
# Keap1-Nrf2 PPI – Keap1-Nrf2 protein-protein interaction inhibitors, primary screen, biochemical, fluorescence polarization, single point; Keap1 Kelch-Nrf2 peptide fluorescence polarization, 1536-well; inhibition, % at 9.4 µM; 0.15% of 340,000 active; in the data active = inhibition above about 12%; inconclusive = no clear call, values can overlap the other calls; inactive = below about 7.3%;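 also: human Keap1 Kelch domain with fluorescein labeled Nrf2 9mer peptide probe; 0% = neutral control wells and 100% = peptide positive control; higher means more block of Keap1 binding to Nrf2 peptide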
# Target sequence (Q14145 whole entry, looked up, the tested form may be a part): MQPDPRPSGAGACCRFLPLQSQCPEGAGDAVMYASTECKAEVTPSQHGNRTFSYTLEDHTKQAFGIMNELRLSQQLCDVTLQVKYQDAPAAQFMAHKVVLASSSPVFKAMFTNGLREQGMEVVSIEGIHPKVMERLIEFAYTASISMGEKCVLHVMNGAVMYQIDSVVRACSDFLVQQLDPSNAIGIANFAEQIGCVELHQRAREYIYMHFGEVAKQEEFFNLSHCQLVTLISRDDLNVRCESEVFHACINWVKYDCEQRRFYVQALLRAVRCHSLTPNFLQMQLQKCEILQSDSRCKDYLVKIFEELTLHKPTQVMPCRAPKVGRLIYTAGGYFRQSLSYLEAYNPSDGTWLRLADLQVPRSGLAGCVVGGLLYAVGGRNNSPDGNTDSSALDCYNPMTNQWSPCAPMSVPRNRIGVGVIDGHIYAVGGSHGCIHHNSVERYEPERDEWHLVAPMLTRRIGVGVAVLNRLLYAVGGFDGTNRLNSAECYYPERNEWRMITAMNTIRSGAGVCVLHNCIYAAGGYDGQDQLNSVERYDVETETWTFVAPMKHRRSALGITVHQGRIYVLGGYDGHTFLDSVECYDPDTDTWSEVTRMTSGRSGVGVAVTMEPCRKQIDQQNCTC
# PfHsp90 set2 – growth inhibition of PfHsp90-expressing yeast, primary screen, antimalarial PfHsp90 inhibitor project, S. cerevisiae, BacTiter-Glo luminescence, single point, set 2 | BacTiter-Glo ATP, 48 h; yeast lacking PDR1 and PDR3 efflux regulators | inhibition, % at 9.4 µM | 0.32% of 310,000 active;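 active = every replicate shows inhibition above about 80%, whatever the replicate mean, limit read from the data; inconclusive = mean inhibition reaches the set limit but some replicate falls short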;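 also: 0% = DMSO neutral controls and 100% = 20 µM radicicol positive controls; yeast relying on Plasmodium falciparum Hsp90 in place of its own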
# CDK5 inh – inhibitors of human CDK5/p35 kinase, primary screen, biochemical, single concentration; Cyclin-dependent kinase 5 (Homo sapiens) + Cyclin-dependent kinase 5 activator 1 (Homo …; Recombinant CDK5/p35, ADP-Glo luminescence, 60 min; inhibition, % at 10 µM; 0.01% of 330,000 active;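 active = highest replicate inhibition of at least 50% and at least 75% of replicates reaching 50%; inconclusive = only one of the two criteria met; inactive = both criteria failed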;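 also: plate controls were DMSO neutral control for no effect and GW8510 at 10 µM for full effect; many of its hits are not listed in these tables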
# Rtt109 HAT inh – inhibitors of C. albicans Rtt109/Vps75 HAT, primary screen, biochemical, ThioGlo CoA-SH fluorescence, plate reader | Histone acetyltransferase RTT109 (Candida albicans (strain SC5314 / ATCC MYA-2876)), … | inhibition, % at 34.9 µM | 0.16% of 330,000 active | purified Rtt109/Vps75, 4 h;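 active = inhibition of at least 50% in every replicate; inconclusive = best replicate reaches 50% inhibition but some replicates fall short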
# Target sequence (Q5AAJ8 whole entry, looked up): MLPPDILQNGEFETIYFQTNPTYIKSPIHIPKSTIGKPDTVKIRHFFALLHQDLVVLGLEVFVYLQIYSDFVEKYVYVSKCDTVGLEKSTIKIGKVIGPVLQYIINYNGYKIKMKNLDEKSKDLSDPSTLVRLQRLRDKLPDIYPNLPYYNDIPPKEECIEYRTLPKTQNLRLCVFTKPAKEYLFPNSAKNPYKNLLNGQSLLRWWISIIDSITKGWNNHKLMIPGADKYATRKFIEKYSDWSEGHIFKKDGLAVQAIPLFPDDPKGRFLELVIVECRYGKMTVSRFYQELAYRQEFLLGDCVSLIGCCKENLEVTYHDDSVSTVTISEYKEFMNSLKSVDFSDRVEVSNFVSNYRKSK
# PvdQ acylase – P. aeruginosa PvdQ acylase inhibitors, primary screen, biochemical, fluorescence, plate reader and imaging, single point | purified PvdQ acylase | 0.063% of 340,000 active | inhibition, % at 10 µM | PvdQ acylase [Pseudomonas aeruginosa LESB58]; in the data active = inhibition above about 30%, passing the limit was not always enough; inconclusive = no clear call, values can overlap the other calls;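 also: 0% = vehicle neutral wells and 100% = reference inhibitor wells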
# NSD2 HMT inh – NSD2 histone methyltransferase inhibitors, primary screen, biochemical, AlphaScreen, single concentration, set 2; NSD2 peptide methylation, 120 min; inhibition, % at 12.5 µM; 0.54% of 310,000 active; AID 743445, 2014; in the data active = inhibition above about 50%
# An asterisk follows results filed as active; i = inactive; ? = inconclusive; . = no result given.
# Results follow in this order: RTF Ca sens inh	LANA DNA inh	SUMO Mot1 rescue	dFosB activator	RTF Ca sens act	Keap1-Nrf2 PPI	PfHsp90 set2	CDK5 inh	Rtt109 HAT inh	PvdQ acylase	NSD2 HMT inh
> CN(Cc1ccon1)Cc1cn(Cc2ccccc2)nc1-c1ccc2c(c1)OCO2
→ 17	-0.6	-1	-1	1	2	-18	1.6	14	6	7
> CCOC(=O)CCSc1nc2c(c(C(F)(F)F)c1C#N)CCC2
→ -8	-0.6	3	-4	-9	-3	-15	-1.4	-4	-3	.
> CC1(C)Cc2nc3sc4c(SCC(=O)NCc5ccco5)ncnc4c3cc2CO1
→ -2	-0.3	-4	-26	-2	-6	5	-2.9	-1	-7	-1
> CN(CC(=O)N1CCc2ccccc2C1)c1ccccc1
→ 0	0.0	15	0	4	-4	-3	0.7	-3	-15	2
> CCOC(=O)c1c(C)[nH]c(C(=O)COC(=O)C2(C)CC2(Cl)Cl)c1C (centres undefined)
→ -4	2.0	1	-8	-4	5	.	0.5	-5	-13	-1
> O=C1NCCCCC1NS(=O)(=O)c1cccc2ccccc12 (centres undefined)
→ -11	-1.0	-23	1	-3	0	-7	0.1	-9	-10	-4
> Cc1nnc(NC(=O)CSc2n[nH]c(-c3ccccc3)n2)s1
→ -5	1.1	.	-1	-2	0	2	0.2	4	-4	-2
> CCCN(C(=O)Cc1nc(N)n[nH]1)C1(C(=O)Nc2c(C)cccc2C)CCCCC1
→ -7	-2.2	-19	-5	1	-3	22	0.9	-2	-20	-4
> Cc1cccc(OCC(=O)N/N=C2/SCC(=O)N2Cc2ccco2)c1
→ -4	-0.4	24	4	-3	2	-8	-0.7	-5	-3	0
> N#C/C(=C/c1ccc(C(=O)O)cc1)C(=O)Nc1ccccc1
→ 1	-0.3	-8	2	-2	-4	-4	-7.8	-13	-6	-1
> C=CCN(c1ccc(C(=O)Nc2cc(C)cc(C)c2)cc1)S(C)(=O)=O
→ 1	0.9	10	-16	2	-10	-22	2.1	-5	-4	13
> COc1ccc(NC(=O)C2C3CC/C=C\CCC32)cc1 (centres undefined)
→ 9	-0.7	3	-1	0	2	22	-0.4	13	4	0
> CCOC(=O)[C@@H]1[C@H]2COc3ccccc3[C@H]2N2C(=O)N(c3ccc(Br)cc3)C(=O)[C@]12C
→ 6	2.4	23	-6	2	-2	-13	-2.2	6	-3	.
> CCN(CC)C(=O)c1cc([N+](=O)[O-])cc2c1-c1ccc([N+](=O)[O-])cc1C2=C(C#N)C#N
→ -4	-1.8	-12	-1	1	1	-3	-1.0	-6	-10	87*
> Cc1ccc(OCc2cc(C(=O)N3CCN(c4ccccc4)CC3)no2)cc1C
→ 3	2.5	-12	-11	-5	0	-10	0.7	-4	0	0

# Full records as entered above.
# Shown for `CN(CC(=O)N1CCc2ccccc2C1)c1ccccc1` → RTF Ca sens inh: 0; LANA DNA inh: 0.0; SUMO Mot1 rescue: 15; dFosB activator: 0; RTF Ca sens act: 4; Keap1-Nrf2 PPI: -4; PfHsp90 set2: -3; CDK5 inh: 0.7; Rtt109 HAT inh: -3; PvdQ acylase: -15; NSD2 HMT inh: 2
# Shown for `CCCN(C(=O)Cc1nc(N)n[nH]1)C1(C(=O)Nc2c(C)cccc2C)CCCCC1` → RTF Ca sens inh: -7; LANA DNA inh: -2.2; SUMO Mot1 rescue: -19; dFosB activator: -5; RTF Ca sens act: 1; Keap1-Nrf2 PPI: -3; PfHsp90 set2: 22; CDK5 inh: 0.9; Rtt109 HAT inh: -2; PvdQ acylase: -20; NSD2 HMT inh: -4
# Shown for `C=CCN(c1ccc(C(=O)Nc2cc(C)cc(C)c2)cc1)S(C)(=O)=O` → RTF Ca sens inh: 1; LANA DNA inh: 0.9; SUMO Mot1 rescue: 10; dFosB activator: -16; RTF Ca sens act: 2; Keap1-Nrf2 PPI: -10; PfHsp90 set2: -22; CDK5 inh: 2.1; Rtt109 HAT inh: -5; PvdQ acylase: -4; NSD2 HMT inh: 13

# (cont.)
# Results follow in this order: RTF Ca sens inh	LANA DNA inh	SUMO Mot1 rescue	dFosB activator	RTF Ca sens act	Keap1-Nrf2 PPI	PfHsp90 set2	CDK5 inh	Rtt109 HAT inh	PvdQ acylase	NSD2 HMT inh
> NC(=O)c1c(N)sc2c1CCCC2
→ 4	-0.3	6	0	1	3	-8	0.3	2	-4	.
> O=C1C2C3C=CC(CC3)C2C(=O)N1c1ccc2c(c1)OCO2 (centres undefined)
→ -10	-0.5	164	0	-7	1	5	0.2	1	-19	1
> CCNC(=S)N1CCN(C(=O)c2ccco2)CC1
→ -5	1.5	i	-8	1	-4	11	1.2	0	-12	2
> CCc1ccc(NC2Nc3cc(C)nn3S2)cc1 (centres undefined)
→ -12	-0.2	-12	1	3	-2	-31	4.7	11	-18	0
> Cn1cc(/C=N/NC(=O)c2cccc([N+](=O)[O-])c2)c2ccccc21
→ -5	0.7	-13	8	12	-5	.	-5.4	1	-11	-2
> O=C(c1c(F)cccc1F)N1CCCC(c2nc(-c3ccc(F)cc3)no2)C1 (centres undefined)
→ 2	0.9	11	-2	-6	-4	8	1.4	5	11	30
> COc1ccccc1C(CNC(=O)CN(C)S(=O)(=O)c1ccc(C)cc1)N1CCCC1 (centres undefined)
→ 0	0.1	97	-5	0	-1	15	-1.8	-2	-4	1
> CSc1ncccc1C(=O)OCC(=O)C(C)(C)C
→ -2	0.8	-3	-1	5	1	35	0.0	-4	-16	-3
> CCCCn1c(N)c(N(CC)C(=O)c2cccc(S(=O)(=O)N3CCN(C)CC3)c2)c(=O)[nH]c1=O
→ 6	.	-5	3	8	.	17	0.8	.	-15	-5
> Cc1cc(C)c(C)c(S(=O)(=O)NCCN2CCOCC2)c1C
→ -1	2.2	-3	11	2	0	-3	0.5	3	-1	-1
> Cc1cc(C)nc(SCC(=O)Nc2ncc(Cc3cccc(Cl)c3Cl)s2)n1
→ -3	0.7	7	-5	-1	4	-39	-0.8	-1	-7	-4
> Cn1ccc(C(=O)OCC(=O)Nc2cccc3ccccc23)n1
→ 6	-0.4	-27	0	1	-5	8	0.7	-9	6	-4
> Oc1ccc(-c2c(C3=CCCCC3)sc3ccccc23)cc1
→ -20	-0.9	16	-5	20	-5	?	-1.2	7	-15	.
> CCn1cnnc1SCC(=O)NCC1COc2ccccc2O1 (centres undefined)
→ -3	-3.1	153	-4	-7	-4	-19	-0.5	-7	-13	1
> CCOc1cc(/C=C2\SC(=S)N(Nc3ccccc3)C2=O)ccc1O
→ -14	-0.1	11	6	8	-4	20	3.2	-8	20	9

# Other structures follow:
# Results follow in this order: RTF Ca sens inh	LANA DNA inh	SUMO Mot1 rescue	dFosB activator	RTF Ca sens act	Keap1-Nrf2 PPI	PfHsp90 set2	CDK5 inh	Rtt109 HAT inh	PvdQ acylase	NSD2 HMT inh
> O=C(Nc1cccnc1)c1ccc(S(=O)(=O)c2ccccc2)cc1
→ -16	-0.2	-20	-5	4	3	7	-1.6	.	-16	-2
> O=C(COC(=O)/C=C/c1cccc(Cl)c1)Nc1ccc(N2CCOCC2)cc1
→ -8	1.8	15	-4	0	-1	11	0.3	-2	-20	-2
> O=C1CCC(=O)N1CN(C(=O)c1ccco1)c1ccc(Cl)c(Cl)c1
→ -13	0.8	1	0	3	2	2	-0.9	-11	-2	-2
> Cc1ccc(C(=O)Nc2sc(C(=O)N(C)C)c(C)c2C#N)cc1
→ -21	0.8	9	-3	-2	2	-28	2.7	4	-7	-1
> COc1ccc(NC(=O)CSc2nnc(-c3cccs3)n2N)c(OC)c1
→ 2	-0.9	-9	-4	-1	-3	24	0.6	9	-11	-1
> N#CCCn1ncn(-c2ccccc2)c1=S
→ -7	0.8	-16	4	0	2	-12	-2.6	5	-3	-1
> COc1ccc(-c2cc(C(F)(F)F)nc(SCCC(=O)Nc3cc(C)on3)n2)cc1
→ -4	0.6	17	13	1	-2	-12	-1.1	0	-10	-4
> CCCCn1c(SCC(=O)Nc2ccccc2C(F)(F)F)nc2ccsc2c1=O
→ 2	0.8	-13	-6	-3	0	15	0.8	-1	-7	0
> CC(C)(C)c1ccc(S(=O)(=O)Nc2ccc(C(=O)N3CCCC3)cc2)cc1
→ -1	-1.4	3	-4	-5	2	-2	0.5	-1	3	8
> CN(Cc1ccc(F)cc1)C(=O)c1cccc(OCc2ccccc2)c1
→ -1	-2.4	4	-5	-6	1	25	0.9	1	-10	-1
> COc1ccc2oc(=O)c(-c3csc(Nc4ccc(O)cc4)n3)cc2c1
→ 7	-0.5	13	-4	-3	-3	3	0.6	23	8	3
> Cc1ccc(S(=O)(=O)N2CCC(=O)N(C(COCc3ccccc3)Cc3ccccc3)CC2)cc1 (centres undefined)
→ -11	1.2	143	-3	-1	-2	-5	-0.1	2	6	.
> COC(=O)c1sc(NC(=O)c2cc3c(s2)CCCC3)nc1C
→ -6	-1.1	0	-10	-4	-1	0	2.4	-3	2	-7
> Cc1cc(C(=O)NN=C2CCCCC2)c2ccccc2n1
→ 10	-1.4	4	-8	5	-5	18	0.1	-4	-12	-2
> CCc1noc(C)c1C(=O)Nc1cccc(S(=O)(=O)N(C)c2ccccc2)c1
→ -8	-0.8	-3	-5	8	1	.	1.2	3	-14	-2
> CC(c1ccccc1)N1C(=O)c2cccnc2C1=O (centres undefined)
→ -2	-0.5	-10	-1	1	-3	-29	-0.2	-4	-9	-1
> CC(C)Oc1ccc(Cn2c(=O)sc3ccccc32)cc1
→ -6	-0.4	-1	-21	2	-5	-8	-0.3	-3	-6	-8
> C=CCOc1ccc(/C=C2/C(=O)ON=C2C)cc1OC
→ -11	-0.8	3	-2	-6	-2	-42	0.5	-7	-8	13

# Screening results deposited in PubChem BioAssay by several laboratories.
